Source: PubChem BioAssay
Fam108B inh = counter-screen for RBBP9 inhibitors: inhibitors of mouse Fam108B | AID 1947 | inhibition, % at 9.51 µM | actives 0.33% (n = 300,000) | recombinant Fam108B, FP-Rh probe fluorescence polarization;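 active = inhibition above the screen mean inhibition plus 3 SD, computed separately per campaign, cut at about 18% in these data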;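 note: inhibitors lower polarization as less probe binds the enzyme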
CR mimetic SO = yeast age-related superoxide inhibition as caloric restriction mimetic; AID 2690; superoxide response (% of plate mean), % at 10 µM; S. cerevisiae aged cells, superoxide DHE fluorescence; active compounds read low; actives 0.18% (n = 330,000);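 active = superoxide response under a set limit, about three screen SD below normal, cut at about 65% in these data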;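 note: yeast aged for seven days with compound at 30 °C before DHE staining; 100% = average MFI of all compound-treated wells on the plate with controls excluded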
MCL1 BIM primary = inhibitors of human MCL1 binding to BIM-BH3 peptide; Q07820; GST-MCL1 / FITC-Bim-BH3 fluorescence polarization; inhibition, % at 10.9 µM; actives 0.68% (n = 320,000); AID 2057;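 active = inhibition above the mean inhibition of all tested compounds plus 3 SD, set per campaign, cut at about 40% in these data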;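 note: 0% = DMSO wells and 100% = unlabeled Bim-BH3 peptide control; higher means more loss of mP so more displacement of Bim peptide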
Efflux pump inh = antifungal efflux pump inhibition, Nile Red retention. actives 0.44% (n = 330,000). S. cerevisiae Candida pump triplex. inhibition, % at 10 µM. AID 485275;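 active = plate passing quality check with inhibition over a set limit, or well fluorescence over plate mean plus 4 SD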;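 note: Nile Red retained in pooled yeast measured as flow cytometry median fluorescence; 0% = buffer negative control and 100% = Enniatin B positive control; higher means more Nile Red kept so more efflux inhibition; some compounds called inactive have numbers as strong as hits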
EBNA-1 inhibitor = blocks EBNA-1 binding to DNA; EBNA-1 DNA binding, fluorescence polarization; inhibition, % at 14.8 µM; actives 0.34% (n = 300,000); AID 1950; in the data active = inhibition above about 28%
Bcl-xL primary = Bcl-xL (human) inhibition; Q07817; GST-Bcl-xL / FITC-Bim BH3 peptide fluorescence polarization; inhibition, % at 10.9 µM; actives 0.7% (n = 320,000); AID 2129;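 active = inhibition above the mean of all tested compounds plus 3 SD, cutoff set per campaign, cut at about 30% in these data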;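 note: 0% = DMSO wells and 100% = unlabeled Bim-BH3 peptide competitor; inhibitors lower millipolarization by displacing the labeled peptide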
Target sequence (Q07817 whole entry, looked up): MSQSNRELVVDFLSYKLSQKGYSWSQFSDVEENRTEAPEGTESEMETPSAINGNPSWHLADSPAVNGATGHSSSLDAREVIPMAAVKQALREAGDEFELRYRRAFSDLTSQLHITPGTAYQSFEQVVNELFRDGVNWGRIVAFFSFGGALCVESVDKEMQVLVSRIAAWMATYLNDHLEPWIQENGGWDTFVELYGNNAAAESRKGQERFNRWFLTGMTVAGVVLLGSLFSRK
MEX-5 binding = C. elegans MEX-5 TCR-2 RNA binding activity; MEX-5/FITC-TCR2 RNA binding, fluorescence polarization; active compounds read low; activity score (negative = inhibition of binding), % at 10 µM; actives 0.38% (n = 300,000);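 active = inhibition past about -25% in most replicates, and total fluorescence under double the plate's negative control median, limit read from the data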;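 note: 0% = DMSO and -100% = 5 µM competing unlabeled TCR2 RNA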
Target sequence (Q9XUB2 whole entry, looked up): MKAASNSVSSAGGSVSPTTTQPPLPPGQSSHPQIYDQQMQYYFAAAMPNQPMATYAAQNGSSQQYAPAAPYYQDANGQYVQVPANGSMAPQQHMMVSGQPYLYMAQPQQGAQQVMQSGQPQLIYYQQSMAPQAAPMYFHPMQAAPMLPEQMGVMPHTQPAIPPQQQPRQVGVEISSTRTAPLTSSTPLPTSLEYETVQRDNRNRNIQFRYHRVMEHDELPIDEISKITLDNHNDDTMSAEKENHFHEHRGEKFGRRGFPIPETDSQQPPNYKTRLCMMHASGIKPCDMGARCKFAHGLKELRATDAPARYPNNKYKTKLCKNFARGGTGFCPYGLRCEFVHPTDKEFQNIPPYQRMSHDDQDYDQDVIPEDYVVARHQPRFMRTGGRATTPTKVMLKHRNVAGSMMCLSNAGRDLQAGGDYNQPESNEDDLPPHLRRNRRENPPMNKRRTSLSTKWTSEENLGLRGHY
GLD-1 TGE inh = GLD-1-TGE RNA interaction inhibition (C. elegans). purified GLD-1 + fluorescein TGE RNA, fluorescence polarization. inhibition, % at 5.96 µM. actives 0.44% (n = 320,000). AID 2280;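 active = percent inhibition above a per-plate cutoff, the plate mean of test compounds plus 3 SD, cut at about 30% in these data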;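 note: 0% = DMSO wells with GLD-1 and probe and 100% = wells lacking GLD-1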
ZTA counter = blocks Epstein-Barr virus ZTA, an EBNA-1 counter-screen | ZTA-DNA binding, fluorescence polarization | P03206 | inhibition, % at 11 µM | AID 2234 | actives 0.15% (n = 320,000); in the data active = inhibition above about 33%
Target sequence (P03206 whole entry, looked up): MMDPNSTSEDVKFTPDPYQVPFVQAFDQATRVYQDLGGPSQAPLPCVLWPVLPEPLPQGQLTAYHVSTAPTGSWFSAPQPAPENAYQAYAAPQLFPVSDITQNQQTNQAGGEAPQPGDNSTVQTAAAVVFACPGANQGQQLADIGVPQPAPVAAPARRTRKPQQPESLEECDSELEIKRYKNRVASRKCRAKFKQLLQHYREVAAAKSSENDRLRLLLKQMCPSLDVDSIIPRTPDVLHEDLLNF
* marks the source's active call; other numbers are inactive results; nt = not tested or not shown.

compound	Fam108B inh	CR mimetic SO	MCL1 BIM primary	Efflux pump inh	EBNA-1 inhibitor	Bcl-xL primary	MEX-5 binding	GLD-1 TGE inh	ZTA counter
CCc1ccc(-c2csc(NC(=O)Oc3ccccc3)n2)cc1	-2	91	3	0.1	-3	2	0.5	0	-3
Cc1cccc(CSc2nc3nc(C)cc(C)n3n2)c1	-1	113	-1	-0.1	7	1	-0.4	2	18
CCCCc1nc2cc(C(=O)N3CCCCC3COC)ccc2o1 (configuration not stated)	-3	123	3	0.0	-6	1	0.4	0	-5
C=C1C(C(=O)Nc2cccc(OC)c2)C1C(=O)Nc1cccc(OC)c1 (configuration not stated)	-6	103	3	0.2	-1	2	2.2	7	-2
Cc1cc(C(F)(F)F)nn1Cc1n[nH]c(=S)n1-c1ccc(Cl)cc1	1	93	-7	-0.1	15	-9	-2.0	7	3
COC(=O)N/N=C/c1ccc([N+](=O)[O-])o1	0	101	6	0.0	4	11	-1.2	2	-15
CCOC(=O)c1sc2nc3c(cc2c1N)COC(C)(CC)C3 (configuration not stated)	0	89	6	0.0	1	4	-1.0	3	9
O=C(NC1C=CS(=O)(=O)C1)c1sc2ccccc2c1Cl (configuration not stated)	5	105	3	-0.2	9	3	1.1	-3	11
COc1nsnc1NS(=O)(=O)c1ccc(NC(=S)NC(=O)c2ccncc2)cc1	-5	82	12	-0.1	-10	13	2.7	3	-15
O=c1[nH][nH]cc1C=Nc1ccccc1Cl	-6	114	9	0.0	-2	4	-9.1	2	-3
CNC(=O)COC(=O)/C=C/c1c(C)nn(-c2ccccc2)c1C	5	104	-7	-0.3	-10	-2	-0.4	3	-18
CN1CCN(C(=O)c2ccc(COc3ccc(C(C)(C)C)cc3)o2)CC1	1	97	4	0.2	-6	-1	-1.9	-8	-2
Cc1ccn(C(=O)c2cc3cc(Cl)ccc3oc2=O)n1	-5	117	6	0.0	-5	2	nt	3	-7
CN(c1ccccc1)S(=O)(=O)c1cccc(C(=O)OCC(=O)Nc2ccc3[nH]c(=O)[nH]c3c2)c1	-3	102	-4	0.2	-12	-6	-1.9	-4	-3
CCOc1ccc(OCCOc2cccc(C(F)(F)F)c2)cc1	-2	86	-7	-0.1	15	0	1.9	11	-3
CCC(=O)Oc1ccc(-c2cnc3ccccc3n2)cc1	5	91	17	0.0	3	7	-0.2	-1	7
COC(=O)c1ccc(N2NC(=O)/C(=C/c3ccc(OC)c(OC)c3)C2=O)cc1	-4	105	4	0.0	3	4	-1.5	0	10
Cn1c(Cc2ccccc2)nnc1SCC(=O)NC1CCCC1	-3	119	3	0.6	-7	-1	-0.9	1	-5
COCCn1c(C)cc(C(=O)CSc2nc3ccccc3c(=O)n2Cc2ccco2)c1C	3	96	6	-0.3	9	2	-1.5	5	-4
CCC1NC(C(=O)O)Cc2c1[nH]c1ccccc21 (configuration not stated)	1	81	22	-0.2	0	27	-10.0	7	1

Next section, starting with the last 2 of the part before.
compound	Fam108B inh	CR mimetic SO	MCL1 BIM primary	Efflux pump inh	EBNA-1 inhibitor	Bcl-xL primary	MEX-5 binding	GLD-1 TGE inh	ZTA counter
COCCn1c(C)cc(C(=O)CSc2nc3ccccc3c(=O)n2Cc2ccco2)c1C	3	96	6	-0.3	9	2	-1.5	5	-4
CCC1NC(C(=O)O)Cc2c1[nH]c1ccccc21 (configuration not stated)	1	81	22	-0.2	0	27	-10.0	7	1
Cc1cc(C(=O)CSc2nc3ccccc3n2C)c(C)n1C	-9	91	-7	0.0	2	-8	1.1	7	6
CCOC(=O)c1cc2sc(C)cc2n1CC(=O)Nc1ccc2c(c1)OCCO2	0	81	4	1.1	-6	4	0.8	10	10
COc1ccc(C2C(C(C)=O)=C(O)C(=O)N2C)c(OC)c1 (configuration not stated)	0	100	3	0.0	1	3	0.7	-2	5
O=C(/C=C/c1ccc(F)cc1)Nc1cc(S(=O)(=O)N2CCOCC2)ccc1N1CCCC1	1	93	-2	0.1	-6	4	nt	3	-8
Cc1ccccc1OCC(=O)N1CCC2(CC1)CC(=O)c1ccccc1O2	0	101	-1	0.0	-1	7	1.3	-2	4
O=C(O)c1ccccc1C(=O)c1ccc(N2CCCC2)c([N+](=O)[O-])c1	0	94	14	0.0	-1	5	-0.1	-1	4
C/C(Cl)=C\COc1cc(C)nc2c(Br)cccc12	-1	101	-6	-0.3	-1	1	3.7	1	-9
COc1ccccc1NC(=O)CCn1c(=S)oc2ccccc21	-1	106	-3	-0.1	-8	3	0.7	-4	-13
CCC1(C)Cc2ccccc2-c2[nH]c(=S)[nH]c(=O)c21 (configuration not stated)	-5	103	5	-0.1	2	4	-2.1	-2	17
O=C(COc1ccc(Cl)cc1)Nc1ccc(NC(=O)c2ccco2)cc1	-3	95	-2	0.1	2	3	1.3	-1	5
CC(C)COc1ncnc2c1sc1nc3c(cc12)COC(C)(C)C3	2	99	6	0.2	2	1	0.9	3	-5
Cc1ccc(CNC(=O)[C@H](Cc2ccccc2)NC(=O)c2ccco2)cc1	nt	101	-4	0.1	nt	2	nt	1	4
Cc1cc(C)n2nc(C(=O)N(C)c3c(N)n(Cc4ccccc4)c(=O)[nH]c3=O)nc2n1	1	95	-5	0.0	-6	-7	-0.3	1	16
O=C(CSc1nc2c(cnn2-c2ccc(F)cc2)c(=O)[nH]1)Nc1nccs1	6	105	6	-0.1	1	3	-4.0	1	5
COC(=O)c1ccc(CSc2nc3ccccc3c(=O)n2Cc2ccco2)o1	8	90	12	0.1	1	5	-2.7	1	-10
COc1ccc(C2=NOC(C(=O)Nc3cccnc3Cl)C2)cc1 (configuration not stated)	3	97	7	-0.1	7	7	3.0	4	-6
Cc1cc(C(=O)OCC(=O)Nc2c(Cl)cccc2C(F)(F)F)c(C)o1	-1	107	-11	0.1	-18	46*	0.5	1	-12
Cc1ccsc1C(=O)N[C@@H](C)c1nnc2ccccn12	0	97	3	0.0	6	7	0.5	-4	7
COc1cc(NC(=O)c2ccccc2)c(OC)cc1NC(=O)CN1C(=O)NC2(CCCCC2C)C1=O (configuration not stated)	nt	97	-23	0.0	nt	-11	nt	2	13
COc1ccc(C(C)C)cc1S(=O)(=O)N1CCC(C(=O)NCc2cccnc2)CC1	-1	106	6	0.0	-1	9	2.7	0	10
Cc1ccc(C2C3=C(NCCN=C3c3ccccc3)C(=O)N2c2ccccc2)cc1 (configuration not stated)	-1	94	6	0.1	-7	5	-0.5	-1	-7
O=C(NCc1ccccc1Cl)c1ccc(Cn2cc(C(F)(F)F)ccc2=O)cc1	2	98	-1	0.0	-1	4	0.7	-1	-14
O=C(COC(=O)c1ccc(S(=O)(=O)Nc2ccccc2)cc1)NCc1ccco1	7	98	1	0.0	-4	0	-0.7	-3	-16
Cc1cc(OCCOCCNC(C)C)cc(C)c1Cl	-5	83	-2	0.0	-1	-2	2.7	-2	-10
CCOC(=O)c1cnc(SC2CCc3ccccc3C2=O)nc1N (configuration not stated)	0	93	6	-0.3	5	8	-3.9	7	-8
CCN(CC)c1ccc(NC(=O)COC(=O)c2cccs2)cc1	0	103	5	-0.2	14	3	0.2	-1	-10
O=C1N(c2ccccc2)C[C@@H]2C[C@@H](c3cccs3)N3CCC[C@@]123	0	100	2	0.3	7	3	-3.4	5	-6
O=S(=O)(NCc1ccccc1)c1ccc(F)cc1Br	4	100	-1	0.0	3	2	-0.3	0	18
COc1ccccc1/C=N\Nc1cc(C)nc(-n2nc(C)cc2C)n1	-3	109	6	-0.1	0	2	7.6	5	-3
O=C(NCc1ccccc1)c1cccc(COc2ccccc2Cl)c1	-19	115	3	0.2	-6	7	0.7	-1	-7
CCn1c(NC(=O)C(C)C)c2ccccc2nc1=O	-2	107	-5	0.1	-4	2	0.0	-1	0
Cc1cccc(C)c1NC(=O)c1ccc2c(c1)CCN2S(C)(=O)=O	4	90	2	0.1	3	2	1.1	2	4
O=C(Nc1ccc(Cl)c(S(=O)(=O)N2CCOCC2)c1)c1ccc(OCC2CCCO2)cc1 (configuration not stated)	-2	104	6	-0.2	-10	8	1.3	3	2
COc1ccc(/C=N/NC(=O)c2cccc(NC(=O)c3ccccc3)c2)c(C(=O)O)c1OC	1	94	0	0.1	1	3	3.3	0	-1
Cc1ccc2c(c1)N(CC(=O)NCC1CCCO1)C(=O)C(C(C)C)O2 (configuration not stated)	-2	101	-3	-0.1	12	4	1.1	3	7
CC(C)CN(C(=O)CC(C)c1ccccc1)c1c(N)n(Cc2ccccc2)c(=O)[nH]c1=O (configuration not stated)	2	80	-23	-0.1	-3	-12	2.3	2	5
Cc1ccc(NC(=O)Cn2c3ccc(F)cc3c3nc4n(c(=O)c32)CCS4)cc1F	3	132	-5	0.0	-7	1	-1.1	1	-5
O=C(Cc1ccc(NS(=O)(=O)c2ccc(F)cc2)cc1)NCc1cccnc1	0	88	-4	-0.1	-9	1	-5.3	4	9
CCCn1c(=O)c(C(=O)NCc2ccc(OC)c(OC)c2)c(O)c2ccccc21	-7	63*	-2	0.1	-6	-1	-0.2	0	-8
Cc1cnc(N2C(=O)c3ccc([N+](=O)[O-])cc3C2=O)s1	-3	110	1	0.0	14	2	0.2	-2	-2
S=c1[nH]c(-c2ccccc2)cn1/N=C/c1ccncc1	-3	97	5	0.3	4	1	-1.8	7	-10
COc1cc(NC(=O)COc2ccccc2[N+](=O)[O-])ccc1NC(=O)c1ccco1	-4	99	4	-5.5	14	4	-1.8	9	12
CCCCn1c(SCC(=O)Nc2cc(C)on2)nc2cc(S(N)(=O)=O)ccc21	nt	102	-3	0.2	nt	-9	nt	3	2
O=C(N[C@@H]1CCC(=O)N(CC[C@H](Sc2ccc(Br)cc2)c2ccccc2)CC1)OCc1ccccc1	nt	87	1	-0.3	nt	1	nt	2	-17
CCOc1ccc(S(=O)(=O)NC(C)C(=O)NCc2ccccn2)cc1 (configuration not stated)	2	103	3	-0.1	2	4	0.4	-2	1
Cn1c(-c2ccccc2[N+](=O)[O-])[n+](C)c2ccccc21	0	133	11	0.1	-7	4	nt	-8	2
CCN(CC)S(=O)(=O)c1ccc(NCc2ccccc2)nc1	0	112	3	0.0	-6	0	1.6	9	-27
Cn1c(SCc2ccc(C(=O)Nc3nccs3)cc2)nnc1-c1ccccc1	-4	98	4	-0.1	1	0	2.3	1	-1
CC1Cc2nc(SCC(N)=O)n(Cc3ccccc3)c(=O)c2S1 (configuration not stated)	1	98	11	0.3	-2	7	0.3	6	-4
Cc1cccc(N2CCN(C(=O)CCN3C(=S)NC(C)(C)CC3C)CC2)c1C (configuration not stated)	3	105	10	0.1	6	9	-0.1	10	-13
C#CCOCCOCCOCCNc1nc(N2CCN(C(=O)CCCCCCCCCCNC(=O)Cn3cc(CCCCCN)nn3)CC2)nc(N2CCN(C(=O)CCCCCCCCCCNC(=O)[C@H](CO)n3cc(CCCCCN)nn3)CC2)n1	3	96	-6	0.4	6	0	nt	-9	50*
CCOC(=O)c1cnc(-n2nc(C)cc2C)nc1Nc1ccc(OC)cc1	0	102	4	-0.1	16	2	-0.7	5	17
CC(=O)OCCn1c(Br)nc2c1c(=O)[nH]c(=O)n2C	-2	146	1	0.1	-14	-3	-2.1	0	-3
CCCCc1n[nH]c(=S)n1Cc1ccccc1	3	94	-9	0.0	-8	-13	-0.5	-3	0
